Assay outcomes: PubChem, National Center for Advancing Translational Sciences (NCATS)
Tau fibril FP = tau fibrillization inhibition (FP); K18 P301L tau heparin fibrillization, Alexa594 FP, 6 h; actives 0.39% (n = 280,000); Potency, µM (series often up to 57.7 µM), for inactives: at the top dose activity, negative = inhibition, usual class: inhibitors; P10636; also: % is scaled to controls: 0 for no effect and ±100 for the full control effect; nearly all actives have a fitted effect of over 55% in size
Target sequence (P10636 561-689 P618L limits assumed): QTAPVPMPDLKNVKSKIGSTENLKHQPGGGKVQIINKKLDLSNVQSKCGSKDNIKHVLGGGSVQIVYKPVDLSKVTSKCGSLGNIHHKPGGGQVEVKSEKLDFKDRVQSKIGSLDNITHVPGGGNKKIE
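Human K18 P301L fragment (15 uM unlabeled plus 0.24 uM Alexa 594-labeled) in 100 mM sodium acetate pH 7 with compound, aggregation induced by 20 uM heparin for 6 hr at 37 C. ThT (30 uM) added for 1 hr, then Alexa 594 FP read.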
Tau fibril ThT = blocks human tau fibril formation measured by thioflavin T. P10636. recombinant tau K18 P301L, heparin-induced fibrillization, ThT fluorescence. Potency, µM (series often up to 57.4 µM), without a hit: at the top dose activity, negative = inhibition, usual class: inhibitors. actives 2.1% (n = 270,000). AID 1460; also: % is scaled to controls: 0 for no effect and ±100 for the full control effect; nearly all actives have a fitted effect of over 55% in size
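In this qHTS, human K18 P301L tau is incubated with compound and heparin for 6 hr at 37 C, and Thioflavin T fluorescence then reports fibril load.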
Tau fluor cs = counter-screen for tau fibril formation inhibitors. tau K18 P301L (four-repeat tau fragment) Alexa594 fluorescence, heparin fibrillization. Potency, µM (top dose mostly 57.7 µM), for the others: top-dose activity change, negative = decrease. actives 0.93% (n = 280,000). AID 1463; also: % is scaled to controls: 0 for no effect and ±100 for the full control effect; nearly all actives have a fitted effect of over 55% in size
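Human K18 P301L tau (15 uM unlabeled plus 0.24 uM Alexa 594-labeled, final) in 100 mM sodium acetate pH 7 was mixed with compound and 20 uM heparin and incubated 6 hr at 37 C.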
HTT ATP protect = cytoprotection in Huntington HTT-Q103 PC12 cell model; Potency, µM (series often up to 56.4 µM), for inactives: cytoprotection (ATP increase), hits mostly activators; actives 0.14% (n = 230,000); PC12 HTT-Q103 induced, cytoprotection, ATP luminescence, 40 h;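 also: % of control where 0% means no effect; nearly all actives have a fitted effect of over 45% in size; toxic huntingtin expression switched on by the ecdysone agonist tebufenozide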
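PC12 cells stably carrying ecdysone-inducible Htt exon 1 (Q103)–GFP were induced with 100 nM tebufenozide (final) alongside library compounds in a dose series. Cytoprotection was scored as retained ATP by ATPlite luminescence.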
GAA glycogen mod = inhibitors or activators of human alpha-glucosidase glycogen cleavage. AID 2100. recombinant GAA, glycogen substrate, Amplex Red glucose oxidase fluorescence. actives 0.38% (n = 300,000). Potency, µM (top dose mostly 76.4 µM), for the others: at the highest dose activity change, negative = inhibition, usual class: inhibitors. P10253;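 also: 0% = full enzyme reaction and -100% = no-enzyme basal signal; the screen sought inhibitors and activators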
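Natural-substrate format: glycogen cleavage by 4 nM human enzyme, glucose read by Amplex Red coupling (Ex 573, Em 610 nm). Normalized to enzyme and no-enzyme controls.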
GAA inh = inhibitors of human lysosomal alpha-glucosidase; purified human GAA, 4-MU-alpha-glucoside fluorescence; actives 0.005% (n = 200,000); Potency, µM (doses to about 76.9 µM), for inactives: at the highest dose activity change, negative = inhibition, actives largely listed as inhibitors;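 also: plate controls were uninhibited enzyme wells for no effect and no-enzyme background for full effect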
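Compounds are titrated up to 77 uM against 4 nM human enzyme. Substrate 4-methylumbelliferyl-alpha-D-pyranoside (400 uM) reacts 20 min at room temperature in pH 5.0 buffer; liberated 4-methylumbelliferone is read at 440 nm.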
aGlu spleen mod = inhibitors or activators of human alpha-glucosidase in spleen homogenate; P10253; actives 0.006% (n = 240,000); human spleen homogenate, 4-MU-alpha-glucoside fluorescence; Potency, µM (highest dose often 79.9 µM), for inactives: at the top dose activity change, negative = inhibition, actives largely listed as inhibitors; AID 2112;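 also: 0% = enzyme with vehicle and -100% = no enzyme basal signal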
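Human spleen homogenate (1 ug) with 4-methylumbelliferyl-alpha-D-glucopyranoside (1 mM final) in 50 mM citrate/phosphate pH 5.0, 0.01% Tween-20; 40 min at 37 C. Stopped at pH 10; 4-MU fluorescence Ex 365/Em 440 nm; AC50 by Hill fit.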
GLA spleen mod = alpha-galactosidase A (human) modulation | P06280 | human spleen homogenate, 4MU-alpha-Gal fluorescence, 40 min | Potency, µM (series often up to 80 µM), inactives show at the top dose activity change, negative = inhibition, most hits filed as inhibitors | actives 0.008% (n = 240,000) | AID 2107;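 also: 0% = enzyme with vehicle and -100% = no enzyme basal signal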
Target sequence (P06280 32-429 limits assumed): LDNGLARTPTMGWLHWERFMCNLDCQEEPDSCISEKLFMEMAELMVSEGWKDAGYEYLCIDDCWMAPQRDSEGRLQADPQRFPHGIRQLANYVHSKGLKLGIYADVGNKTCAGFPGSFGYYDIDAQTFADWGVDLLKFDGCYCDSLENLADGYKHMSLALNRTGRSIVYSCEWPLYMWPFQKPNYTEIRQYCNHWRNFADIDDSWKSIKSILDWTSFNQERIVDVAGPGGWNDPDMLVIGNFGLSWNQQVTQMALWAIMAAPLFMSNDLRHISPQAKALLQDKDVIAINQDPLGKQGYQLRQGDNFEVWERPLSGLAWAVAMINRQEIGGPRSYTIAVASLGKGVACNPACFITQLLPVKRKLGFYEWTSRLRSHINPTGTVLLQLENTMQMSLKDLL
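qHTS titration in buffer at pH 5.0. Alpha-galactosidase activity in spleen homogenate was measured via 4-methylumbelliferone release from 1 mM fluorogenic substrate after 40 min at 37C and a pH 10 stop. AC50 came from Hill fits of control-normalized data.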
Starred values were filed as active, the others as inactive; ? = inconclusive; . = not tested or not shown; [ ] = dose if it differs, or a comment. Calls follow the shape of the dose curve; as a rule, active = well fitted curve in the direction sought with a large enough effect; inconclusive = small, poorly fitted or top-dose-only effect, or another doubt; inactive = no such curve, though single readings can be large; an effect the other way counts as inactive or inconclusive. Potency is read from the fitted curve at half-maximal effect. Outcome played no part in choosing rows; any-hit rate near 3.3%.

Start of the data: the first two compounds as a preview:
Order of results – GAA glycogen mod | Tau fibril ThT | Tau fibril FP | HTT ATP protect | GAA inh | aGlu spleen mod | Tau fluor cs | GLA spleen mod
> CCCn1c(SCC(=O)N2CCN(C(=O)c3ccco3)CC2)nc2ccccc2c1=O
→ -1% | -11% | -1% | 3%[10 µM] | -7% | 2% | -5% | 7%
> CS(=O)(=O)N1CCN(CC2CC3C=CC2C3)CC1 (configuration not stated)
→ 4% | -12% | -4% | 1%[10 µM] | -1% | -6% | 0% | -8%

The list itself, from the first entry:
Order of results – GAA glycogen mod | Tau fibril ThT | Tau fibril FP | HTT ATP protect | GAA inh | aGlu spleen mod | Tau fluor cs | GLA spleen mod
> CCCn1c(SCC(=O)N2CCN(C(=O)c3ccco3)CC2)nc2ccccc2c1=O
→ -1% | -11% | -1% | 3%[10 µM] | -7% | 2% | -5% | 7%
> CS(=O)(=O)N1CCN(CC2CC3C=CC2C3)CC1 (configuration not stated)
→ 4% | -12% | -4% | 1%[10 µM] | -1% | -6% | 0% | -8%
> CN(C)CCSc1nc(O)c(-c2ccccc2)c(=O)n1-c1ccccc1
→ -18% | -3% | 1% | -3%[10 µM] | . | 4% | -2% | 0%
> CC(C)c1ccc(C(C(=O)NC2CCCC2)N(C(=O)CNC(=O)c2ccco2)c2cccnc2)cc1 (configuration not stated)
→ -2% | -18% | -6% | -23%[1.9 µM] | 2% | -8% | -5% | 0%
> COc1ccc(N=C2S/C(=C\c3cc(C)n(C)c3C)C(=O)N2C)cc1
→ 3% | ? | 13% | -49%[inhibitor] | ? | -14% | ? | -8%
> CCNC(=O)c1ccc(C2SCC(=O)N2Cc2ccco2)cc1 (configuration not stated)
→ -7% | -6% | -1% | 3% | 9% | 1% | 0% | 12%
> CCOC(=O)Nc1nc(-c2ccc(Cl)cc2Cl)cs1
→ -5% | ? | -2% | 8%[10 µM] | 1% | 5% | -14% | -17%
> Cc1nn(C)c(C)c1S(=O)(=O)N(CC(=O)N1CCN(c2ccccc2)CC1)c1ccc(C(C)C)cc1
→ 10%[76.3 µM] | -1% | 5% | . | . | . | -5% | .
> O=C1OC(c2ccc(Cl)cc2)/C(=C(/O)c2ccccc2)C1=O (configuration not stated)
→ 1% | 0% | 3% | -7% | -4% | -10% | 6% | -7%
> CCOC(=O)c1cccnc1SCC(=O)N(C)c1ccccc1
→ -11% | -6% | -1% | -1%[0.074 µM] | 1% | 1% | -5% | 6%
> CC(C)(C)N=C1NC(=NC(C)(C)C)c2ccccc21
→ 1% | -7% | 9% | 24%[10 µM] | -4% | -21% | -2% | 8%
> O=C(NCc1ccccc1Cl)C1CCC(CNc2c(N3CCCCC3)c(=O)c2=O)CC1 (configuration not stated)
→ -4% | -4% | -10% | . | 3% | 2% | -14% | 5%
> CCN(CC)S(=O)(=O)c1ccc(OC)c(NS(=O)(=O)c2cccc(C(=O)O)c2)c1
→ -2% | -6% | 1% | 10% | 3% | -24% | -2% | -3%
> C=CCc1cc(Cl)ccc1OCCOCCNC(C)(C)C
→ 10% | 1% | -3% | -6%[10 µM] | -12% | 2% | -4% | -2%
> COc1cc(NC(=O)c2sc3nc4n(c(=O)c3c2C)CCCCC4)cc(OC)c1OC
→ 5%[76.3 µM] | 11% | -6% | . | . | . | -4% | .

10 compounds out of the list, arranged by number of heavy atoms, rising:
Order of results – GAA glycogen mod | Tau fibril ThT | Tau fibril FP | HTT ATP protect | GAA inh | aGlu spleen mod | Tau fluor cs | GLA spleen mod
> CS(=O)(=O)N1CCN(CC2CC3C=CC2C3)CC1 (configuration not stated)
→ 4% | -12% | -4% | 1%[10 µM] | -1% | -6% | 0% | -8%
> CCOC(=O)Nc1nc(-c2ccc(Cl)cc2Cl)cs1
→ -5% | ? | -2% | 8%[10 µM] | 1% | 5% | -14% | -17%
> C=CCc1cc(Cl)ccc1OCCOCCNC(C)(C)C
→ 10% | 1% | -3% | -6%[10 µM] | -12% | 2% | -4% | -2%
> O=C1OC(c2ccc(Cl)cc2)/C(=C(/O)c2ccccc2)C1=O (configuration not stated)
→ 1% | 0% | 3% | -7% | -4% | -10% | 6% | -7%
> CCOC(=O)c1cccnc1SCC(=O)N(C)c1ccccc1
→ -11% | -6% | -1% | -1%[0.074 µM] | 1% | 1% | -5% | 6%
> COc1ccc(N=C2S/C(=C\c3cc(C)n(C)c3C)C(=O)N2C)cc1
→ 3% | ? | 13% | -49%[inhibitor] | ? | -14% | ? | -8%
> CN(C)CCSc1nc(O)c(-c2ccccc2)c(=O)n1-c1ccccc1
→ -18% | -3% | 1% | -3%[10 µM] | . | 4% | -2% | 0%
> CCN(CC)S(=O)(=O)c1ccc(OC)c(NS(=O)(=O)c2cccc(C(=O)O)c2)c1
→ -2% | -6% | 1% | 10% | 3% | -24% | -2% | -3%
> CCCn1c(SCC(=O)N2CCN(C(=O)c3ccco3)CC2)nc2ccccc2c1=O
→ -1% | -11% | -1% | 3%[10 µM] | -7% | 2% | -5% | 7%
> Cc1nn(C)c(C)c1S(=O)(=O)N(CC(=O)N1CCN(c2ccccc2)CC1)c1ccc(C(C)C)cc1
→ 10%[76.3 µM] | -1% | 5% | . | . | . | -5% | .

Additional structures follow.
Order of results – GAA glycogen mod | Tau fibril ThT | Tau fibril FP | HTT ATP protect | GAA inh | aGlu spleen mod | Tau fluor cs | GLA spleen mod
> O=C(COC(=O)CNC(=O)c1ccccc1F)Nc1cccc(S(=O)(=O)N2CCCCCC2)c1
→ -1% | 1% | -6% | -58%[inhibitor] | -1% | -1% | -20% | -6%
> CC(=O)Oc1cccc(N2C(=O)c3ccccc3C2=O)c1
→ 18% | 0% | -4% | 6%[10 µM] | 2% | -4% | 5% | 0%
> COc1ccc(CNC(=O)C2CSC(c3ccc(OC)cc3)N2C(C)=O)cc1 (configuration not stated)
→ 9% | -11% | 0% | -1% | 0% | 3% | -11% | 5%
> COc1ccc(CCN=Cc2ccccc2O)cc1OC
→ 1% | -3% | -8% | 15%[10 µM] | -7% | 0% | -10% | -2%
> CC(=O)/C(N=Nc1c(C)n(C)n(-c2ccccc2)c1=O)=C(\C)O
→ ? | -2% | 8% | 13%[10 µM] | -3% | -8% | 13% | -1%
> CCOC(=O)C1CCN(Cc2cccc(OC)c2)CC1
→ -8% | -3% | ? | -1% | -7% | -1% | -1% | 0%
> O=C(N/C(=C/c1ccc2c(c1)OCO2)C(=O)N1CCOCC1)c1cccs1
→ 4% | -6% | -4% | -2% | -10% | -6% | -4% | -4%
> Cc1csc(SCC(=O)NC(=O)C2CCCCC2)n1
→ 4% | 6% | 3% | 25%[10 µM] | -3% | 6% | 8% | -3%
> CCOc1cc(CNc2nn[nH]n2)ccc1OCC(=O)NC(C)(C)C
→ -5% | -4% | -4% | -33%[inhibitor] | -1% | 3% | -3% | 0%
> O=Cc1ccc(OC2C=CC(c3ccccc3)OC2CO)cc1 (configuration not stated)
→ . | 2%[11.5 µM] | 0%[11.6 µM] | -16%[10 µM] | . | -1%[17.4 µM] | 2%[11.6 µM] | -18%[17.5 µM]
> CC(Sc1n[nH]c(N)n1)c1nc2scc(-c3cccs3)c2c(=O)[nH]1 (configuration not stated)
→ -6% | 10% | -4% | 15% | -17% | 1% | 4% | 4%
> CC(C)(C)n1nc2c(c1NC(=O)c1ccccc1)CS(=O)(=O)C2
→ 12% | -9% | -3% | -45%[inhibitor] | 5% | 0% | -6% | -1%
> COc1ccccc1CCNC(=O)Cc1c(C)c2ccc(O)cc2oc1=O
→ 14%[76.3 µM] | -11% | -5% | . | . | . | -13% | .
> COc1cccc(Nc2ncc(C#N)c(N)n2)c1
→ -11% | -3% | -6% | 25%[10 µM] | . | -7% | -3% | 1%
> O=C(c1ccc(CS(=O)(=O)c2ccc(Br)cc2)o1)N1CCN(c2ccccn2)CC1
→ 5% | -19% | 4% | 23% | ? | -1% | -14% | -1%
> CCOc1ccc(N=C(NN)c2ccc3ccccc3n2)cc1
→ ? | 10µM* | -11% | 11%[10 µM] | ? | -10% | ? | 22%
> O=C(Nc1ccc(NC(=O)c2ccco2)c(Cl)c1)c1ccc2c(c1)OCCO2
→ 2% | . | -3% | 7%[10 µM] | . | -4% | 17% | 1%
> O=C(COC(=O)c1ccccn1)c1ccc(Br)cc1
→ -11% | -9% | -1% | -6%[10 µM] | ? | 3% | -1% | 0%
> O=C(c1ccccc1)c1cc2ccccc2o1
→ -4% | -7% | -6% | -14% | 4% | -1% | -4% | 5%
> CCN1C(=O)C(CC(=O)NC2CCCCC2)N(CC)C1=O (configuration not stated)
→ 3% | -9% | 5% | 12%[0.074 µM] | -2% | -3% | 2% | 2%
> Clc1ccc(CSc2nnc(NC3=NCCCCC3)s2)cc1
→ -9% | -17% | 1% | 3%[10 µM] | -1% | 1% | -21% | 5%
> CCCCNC(=O)/C(C#N)=C/c1ccc2c(c1)OCCO2
→ 18% | 6% | 0% | ? | 6% | -15% | -3% | -7%
> O=C(Nc1nnc(CCS(=O)(=O)c2ccc(Br)cc2)s1)c1ccc([N+](=O)[O-])cc1
→ -1% | -9% | -3% | -14% | 4% | -9% | -6% | -6%
> CN1C(=O)C(O)(CC(=O)c2ccc3c(c2)OCO3)c2ccccc21 (configuration not stated)
→ 4% | 15% | 9% | 6%[10 µM] | ? | -1% | 15% | -6%
> Clc1ccc(-c2noc(CN3CCCC3)n2)cc1
→ 6% | -2% | 7% | 28%[1.9 µM] | -3% | -14% | 1% | -8%
> Clc1ccc(CSc2ncnc3nc[nH]c23)cc1
→ 8% | 3% | -4% | 0%[10 µM] | -4% | 2% | -2% | 2%
> CCC(C)N1C(=O)C2C(C(=O)Nc3cccc(OC)c3)C3C=CC2(O3)C1C(=O)NC1CCCCC1C (configuration not stated)
→ 14% | -6% | 8% | -4% | 2% | 1% | 2% | 11%
> Cc1ccc(S(=O)(=O)N(C)C)cc1NC(=S)N1CCCCC1CO (configuration not stated)
→ -6% | 3% | 2% | 13% | 4% | 3% | 0% | 1%
> Cc1nnc(Sc2nc3c(c(=O)[nH]c(=O)n3C)n2CCc2ccccc2)s1
→ 5% | 15% | 4% | 9%[10 µM] | . | -5% | 18% | 0%
> COc1cc(/C=N/N=C(N)N)ccc1OCc1ccc(Cl)cc1
→ -6% | 8% | 8% | -37%[inhibitor] | 3% | 2% | ? | 9%
